Rac1 act GTP bind = modulators of GTP binding to human Rac1 activated mutant; P63000; GST-Rac1 activated beads, fluorescent GTP binding, flow cytometry; actives lie on both sides; 100% means binding = to untreated wells; percent activity (GTP binding), % at 10 µM; 190,000 compounds, 0.11% hits; AID 764;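 active means GTP binding at least 20 percentage points away from the 100% baseline, in either direction, so actives lie on both sides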
Rac1 wt modul = human Rac1 wildtype GTP binding, inhibitors and activators. P63000. GST-Rac1 beads, fluorescent GTP binding, flow cytometry; actives lie on both sides; 0 = cold GTP competed, 100 = untreated. GTP binding activity (% of control), % at 10 µM. 190,000 compounds, 0.27% hits;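 active means GTP binding activity at least 20 points away from the 100% control level, either lower or higher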
ABCG2 block = inhibitors of human ABCG2 transporter, ABCB1 counter-screen | AID 1325 | inhibition, % at 6.6 µM | IgMXP3 cells, JC-1 efflux, flow cytometry | 190,000 compounds, 0.1% hits | Q9UNQ0;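 active means inhibition above 80%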;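 further: 0% = DMSO and 100% = nicardipine control wells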
Target sequence (Q9UNQ0 whole entry, looked up): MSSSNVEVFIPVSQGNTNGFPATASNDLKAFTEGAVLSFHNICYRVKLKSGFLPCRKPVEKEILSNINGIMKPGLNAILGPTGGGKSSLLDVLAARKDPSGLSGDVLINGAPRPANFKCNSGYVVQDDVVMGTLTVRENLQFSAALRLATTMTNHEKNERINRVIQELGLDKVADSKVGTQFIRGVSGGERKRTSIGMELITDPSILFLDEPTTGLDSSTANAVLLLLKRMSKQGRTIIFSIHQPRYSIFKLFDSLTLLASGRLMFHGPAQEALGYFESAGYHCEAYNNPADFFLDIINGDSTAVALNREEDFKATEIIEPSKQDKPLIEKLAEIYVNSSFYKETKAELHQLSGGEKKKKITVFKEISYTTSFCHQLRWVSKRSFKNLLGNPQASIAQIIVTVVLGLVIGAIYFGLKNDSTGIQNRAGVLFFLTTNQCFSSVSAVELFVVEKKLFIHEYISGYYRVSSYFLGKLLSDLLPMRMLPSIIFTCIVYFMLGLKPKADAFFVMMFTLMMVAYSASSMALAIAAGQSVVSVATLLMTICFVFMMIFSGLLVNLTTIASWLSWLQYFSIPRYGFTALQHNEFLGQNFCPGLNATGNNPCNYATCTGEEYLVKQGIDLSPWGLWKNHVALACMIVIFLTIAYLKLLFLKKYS
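Test system: IgMXP3 cells (ABCG2) mixed with DDAO far-red-labelled CCRF-Adr cells (ABCB1). Reagent: JC-1 transporter substrate. Compound dosing: single test compound dose, 6.6 µM final. Times: 10 min compound exposure, 25 °C. Detection: flow cytometry of retained JC-1 fluorescence. Read-out basis: efflux inhibition in percent versus controls. Controls: nicardipine and DMSO wells.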
Cdc42 wt = human Cdc42 wildtype GTP binding change, either direction. AID 761. 190,000 compounds, 0.2% hits. GST-Cdc42 beads, Bodipy-GTP binding, flow cytometry; actives lie on both sides. percent activity (GTP binding), % at 10 µM;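 active means percent activity GTP binding at least 20 points away from the 100% baseline, either down as inhibitor or up as activator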;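 further: median bead fluorescence of bound Bodipy-FL-GTP at 100 nM; 0% = excess unlabeled GTP control and 100% = no compound control; below 100% means less GTP binding so inhibitor and above means activator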
Target sequence (P60953 whole entry, looked up): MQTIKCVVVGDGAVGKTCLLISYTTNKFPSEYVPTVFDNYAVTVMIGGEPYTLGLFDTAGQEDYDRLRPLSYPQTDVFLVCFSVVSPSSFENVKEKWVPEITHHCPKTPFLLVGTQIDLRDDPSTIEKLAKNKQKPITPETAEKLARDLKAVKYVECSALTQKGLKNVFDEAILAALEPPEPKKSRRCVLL
GSH fluor = GSH bead compound fluorescence profile; GSH beads flow cytometry, compound fluorescence 488/530 nm; hits give high values; fluorescence (KMESF) at 10 µM; 190,000 compounds, 0.25% hits; AID 1776; in the data active means fluorescence above about 89;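 further: glutathione beads carrying GST-tagged Bcl family fusion proteins plus one bare bead set; values are compound well signal with DMSO vehicle wells as background; inactives centre near 16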
HRas wt GTP = human HRas wildtype GTP binding, change in either direction. GST-Ras wt beads, Bodipy-FL-GTP binding, flow cytometry; actives lie on both sides. GTP binding activity, % at 10 µM. 190,000 compounds, 0.14% hits. P01112. AID 759;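 active means GTP binding activity at least 20% away from the 100% baseline, either lowered as inhibitor or raised as activator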;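 further: 0% = unlabeled GTP competition control and 100% = no-compound control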
Target sequence (P01112 whole entry, looked up): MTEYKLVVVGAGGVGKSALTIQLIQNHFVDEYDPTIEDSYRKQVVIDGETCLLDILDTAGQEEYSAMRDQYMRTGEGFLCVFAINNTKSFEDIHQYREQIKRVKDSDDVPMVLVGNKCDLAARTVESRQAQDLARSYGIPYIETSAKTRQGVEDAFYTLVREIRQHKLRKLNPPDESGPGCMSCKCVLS
Rab2A wt mod = changes GTP binding to wildtype dog Rab2A, up or down | P61105 | GST-Rab2 wt beads, Bodipy-GTP binding, flow cytometry | GTP binding activity, % at 10 µM | 190,000 compounds, 0.19% hits | AID 760;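 active means GTP binding activity at least 20 points away from 100%, either lowered or raised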;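 further: 0% = beads with excess unlabeled GTP and 100% = no-compound control corrected for plate trend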
ABCB1 block = human ABCB1 inhibition, ABCG2 as counter-screen | CCRF-Adr cells, JC-1 efflux, flow cytometry | 190,000 compounds, 0.067% hits | inhibition, % at 6.6 µM; in the data active means inhibition above about 40%;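 further: 0% = vehicle and 100% = reference inhibitor; higher value means more JC-1 retained so stronger ABCB1 efflux block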
Avidin bead fluor = compound fluoresces at 488/530 nm on avidin beads. 220,000 compounds, 0.38% hits. fluorescence (KMESF) at 10 µM. compound fluorescence 488/530 nm, flow cytometry; hits give high values. AID 1775; in the data active means fluorescence above about 47; further: inactives centre near 10
Pf gametocyte = P. falciparum stage V gametocyte viability inhibition | P. falciparum stage V gametocytes, ATP luminescence, 24 h | inhibition, % at 10.9 µM | 150,000 compounds, 0.065% hits | AID 743093;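 active means inhibition above the mean plus 3 SD of compounds within the control limits, set per campaign, cut at about 38% in these data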;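 further: 0% = DMSO wells and 100% = medium only without gametocytes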
Rab7 wt modul = dog Rab7 wildtype GTP binding, inhibitors and activators; 190,000 compounds, 0.055% hits; GTP binding activity (percent of control), % at 10 µM; GST-Rab7 beads, fluorescent GTP binding, flow cytometry; actives lie on both sides; untreated = 100%, excess cold GTP = 0%;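 active means fluorescent GTP binding to Rab7 beads changed by at least 20 points from the 100% baseline, either direction, mostly lower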;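 further: median green fluorescence of bound Bodipy-FL-GTP per Rab7 bead population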
* hit, by the source's call; · = not tested or not shown. Random draw from the library (roughly 1.1% active in at least one column).

SMILES	Rac1 act GTP bind	Rac1 wt modul	ABCG2 block	Cdc42 wt	GSH fluor	HRas wt GTP	Rab2A wt mod	ABCB1 block	Avidin bead fluor	Pf gametocyte	Rab7 wt modul
CC(C)Cn1c(-c2cc([N+](=O)[O-])ccc2Cl)nc2c1c(=O)[nH]c(=O)n2Cc1ccccc1	99	106	16	106	10	104	101	5.6	11	·	101
CC(C)(C)OC(=O)N/N=C\c1cccnc1	99	105	6	101	15	99	102	0.3	7	6	110
Cc1nc(C)c(C(=O)Nc2cccc(Cl)c2)o1	98	99	44	99	29	96	97	-1.5	6	·	96
CCOC(=O)Cn1nc(-c2ccc(F)cc2)oc1=O	97	108	0	96	55	102	100	0.1	14	·	101
Cc1ccc(COCCN2CCN(S(=O)(=O)c3ccc(C)cc3)CCC2=O)cc1	104	106	1	105	18	103	99	0.6	10	·	95
O=C(CSc1nncn1-c1ccccc1)Nc1ccc(N2CCOCC2)cc1	104	105	3	108	19	107	107	0.7	8	5	102
O=C1CC(O)(C(F)F)Oc2ccc3ccccc3c21 (stereo not given)	100	103	0	103	19	101	101	0.0	6	-6	100
CCOC(=O)N1CCN(C(=O)C2CCN(S(=O)(=O)c3ccc(F)cc3)CC2)CC1	96	99	1	99	17	101	99	0.7	9	11	101
O=C(NC1CCCCC1)C(c1ccc2ncccc2c1)N(Cc1cccs1)C(=O)c1cccs1 (stereo not given)	99	99	1	99	15	98	99	1.6	26	·	96
COC(=O)Nc1sc2c(c1C(=O)NCc1ccco1)CCC2	95	104	19	99	24	100	100	1.2	10	·	96
CCOC(=O)Cc1csc(NC(=O)c2cc(OC)cc(OC)c2)n1	99	104	7	103	64	103	98	0.9	9	·	97
CC(=O)Nc1ccc(C(=O)OCC(=O)c2ccc(C)c([N+](=O)[O-])c2)cc1	92	93	7	96	29	96	95	0.9	13	2	97
CCOc1cc(C(=S)N2CCOCC2)ccc1O	98	102	2	100	15	101	100	0.5	4	·	101
CN(CCC#N)C(=O)Cn1nc(Cc2ccncc2)c2ccccc2c1=O	97	99	-2	98	19	97	101	-1.9	6	·	100
CC(=O)OCc1c(COC(C)=O)[n+](=O)c2ccccc2n1[O-]	102	106	3	101	22	103	105	0.5	11	·	103
COc1ccc(C(C(=O)NC2CCCCC2)N(Cc2cccs2)C(=O)Cc2c[nH]c3ccccc23)cc1 (stereo not given)	97	97	8	101	19	101	99	3.0	7	-16	95
COc1ccc2c(c1O)-c1ccccc1CCN(C)C2	96	97	6	97	24	97	98	1.6	7	·	97
O=C(NCc1ccccc1)C1=C[C@H](c2coc3ccccc3c2=O)C[C@H](OCc2ccc(CO)cc2)O1	95	96	3	95	19	95	94	1.4	6	·	92
COc1cccc2cc(C(N)=O)/c(=N/NC(=O)COc3ccc(Cl)cc3)oc12	99	95	3	94	17	96	97	0.4	16	·	98
C/C(=N\NC(=O)C(c1ccncc1)N1CCOCC1)c1ccc(Br)cc1 (stereo not given)	103	108	1	106	13	103	104	0.2	11	·	104
CC1CCN(c2ccc(C(=O)O)cc2)CC1	95	96	0	97	39	99	96	0.4	14	·	97
CC1(c2ccccc2)NC(=O)N(CC(=O)NC(=O)NCc2ccco2)C1=O (stereo not given)	100	103	2	102	12	97	100	0.4	9	·	98
Cc1cc(N2CCN(c3cccc(C(F)(F)F)c3)CC2)n2ncnc2n1	99	101	3	101	43	102	104	0.5	6	9	103
COc1ccc(/C=C/C(=O)NC(=S)NN2CCCCC2c2cccnc2)cc1 (stereo not given)	100	102	9	102	15	100	98	2.2	16	·	103
CCCCNC(=O)C1(NC(=O)Nc2ccc(C)cc2)CCCCC1	94	99	2	98	14	97	99	0.1	12	23	104
O=C(CSc1nc2ccccc2s1)N/N=C/c1ccco1	99	106	3	101	10	100	99	0.3	4	·	101
N#C/C(=N\Nc1cc(Cl)cc(Cl)c1)c1nnc2n1CCCCC2	94	92	6	95	8	95	93	1.7	14	·	94
CCN(C(=O)c1cn(C)c(=O)c2cc(OC)c(OC)cc12)c1cc(C)ccc1C	101	101	1	104	24	103	105	1.0	12	·	100
CCc1cc(C(=O)NNC(=S)NC(C)c2ccccc2)cs1 (stereo not given)	99	102	0	104	15	100	100	-0.1	6	·	99
Cc1ccc(N(CC(=O)N/N=C/c2cccs2)S(C)(=O)=O)cc1	102	105	2	104	6	100	100	0.8	14	5	98
CCOC(=O)C(C)S(=O)(=O)c1ccc(C(F)(F)F)cn1 (stereo not given)	99	101	0	103	28	102	101	-0.1	6	1	102
O=C(c1cnn(-c2nc3ccccc3s2)c1)c1ccccc1O	99	106	27	105	14	101	102	-0.4	7	-10	104
COc1ccccc1N1CCN(C(=O)CSc2nnc(-c3ccoc3C)o2)CC1	97	97	1	96	34	97	98	0.4	2	2	95
CC(OC(=O)Cc1coc2cc3c(cc12)CCC3)C(=O)NC(N)=O (stereo not given)	93	98	17	97	16	99	98	1.4	12	·	103
O=C(COC(=O)C1(c2ccc(F)cc2)CCCC1)N1CCc2ccccc21	101	104	17	101	10	100	98	1.6	4	-16	96
Cc1cc(Br)ccc1OCCCCNC(C)(C)C	101	101	3	101	25	104	102	0.5	15	2	102
CCCSc1nc(N)c2c3c(sc2n1)CN(C)CC3	100	98	-8	100	10	97	100	-3.6	9	·	95
Cc1cccc2c(=O)c(C(=O)N3CCCCCC3)c[nH]c12	101	103	1	106	18	103	104	0.4	8	·	102
Nc1c(C(=O)O)cnn1-c1ccccc1	97	97	10	99	13	98	96	0.8	13	25	97
COC(=O)Nc1ccc(S(=O)(=O)N2CCN(C)CC2)cc1	100	103	2	105	16	107	103	0.4	7	·	102

An excerpt from above in order of formula weight, rising.
SMILES	Rac1 act GTP bind	Rac1 wt modul	ABCG2 block	Cdc42 wt	GSH fluor	HRas wt GTP	Rab2A wt mod	ABCB1 block	Avidin bead fluor	Pf gametocyte	Rab7 wt modul
Cc1cccc2c(=O)c(C(=O)N3CCCCCC3)c[nH]c12	101	103	1	106	18	103	104	0.4	8	·	102
CCCSc1nc(N)c2c3c(sc2n1)CN(C)CC3	100	98	-8	100	10	97	100	-3.6	9	·	95
CCOC(=O)C(C)S(=O)(=O)c1ccc(C(F)(F)F)cn1 (stereo not given)	99	101	0	103	28	102	101	-0.1	6	1	102
Cc1cc(Br)ccc1OCCCCNC(C)(C)C	101	101	3	101	25	104	102	0.5	15	2	102
O=C(CSc1nc2ccccc2s1)N/N=C/c1ccco1	99	106	3	101	10	100	99	0.3	4	·	101
O=C(c1cnn(-c2nc3ccccc3s2)c1)c1ccccc1O	99	106	27	105	14	101	102	-0.4	7	-10	104
CC(OC(=O)Cc1coc2cc3c(cc12)CCC3)C(=O)NC(N)=O (stereo not given)	93	98	17	97	16	99	98	1.4	12	·	103
CCc1cc(C(=O)NNC(=S)NC(C)c2ccccc2)cs1 (stereo not given)	99	102	0	104	15	100	100	-0.1	6	·	99
N#C/C(=N\Nc1cc(Cl)cc(Cl)c1)c1nnc2n1CCCCC2	94	92	6	95	8	95	93	1.7	14	·	94
Cc1ccc(N(CC(=O)N/N=C/c2cccs2)S(C)(=O)=O)cc1	102	105	2	104	6	100	100	0.8	14	5	98
O=C(COC(=O)C1(c2ccc(F)cc2)CCCC1)N1CCc2ccccc21	101	104	17	101	10	100	98	1.6	4	-16	96
CCN(C(=O)c1cn(C)c(=O)c2cc(OC)c(OC)cc12)c1cc(C)ccc1C	101	101	1	104	24	103	105	1.0	12	·	100

(next part)
SMILES	Rac1 act GTP bind	Rac1 wt modul	ABCG2 block	Cdc42 wt	GSH fluor	HRas wt GTP	Rab2A wt mod	ABCB1 block	Avidin bead fluor	Pf gametocyte	Rab7 wt modul
CNC(=S)NNC(=O)c1ccc(=O)n(Cc2cccc(C(F)(F)F)c2)c1	94	96	3	97	14	95	97	1.1	9	7	95
CCCN1C(=O)/C(=C\C=C2/Sc3ccccc3N2CC)SC1=S	75*	69*	7	73*	10	68*	74*	3.1	11	·	77*
Clc1ccc(-c2ccn[nH]2)cc1	96	99	15	97	17	101	102	1.9	9	19	109
Cc1ccc(OCCSc2cc(C)nc(N)n2)cc1	93	92	7	92	38	94	94	1.2	13	·	96
COC(=O)CCC(=O)N1CCCC(CO)(Cc2ccccc2)C1 (stereo not given)	97	98	0	96	9	95	97	0.1	10	5	98
COc1ccc(NC(=O)CN2C(=O)CSC(C)C2=O)cc1 (stereo not given)	97	103	0	101	23	101	102	0.2	10	·	104
O=C(NCc1ccccc1)C(c1ccc(F)cc1)N(Cc1ccco1)C(=O)c1ccccn1 (stereo not given)	99	100	1	102	19	101	103	0.3	5	·	98
CC(C)NC(=O)COc1ccc(Cl)cc1Cl	101	105	7	100	35	101	101	0.8	16	·	101
O=C(NCCN1CCCCCC1)C1CCC(CNS(=O)(=O)c2cccc3cccnc23)CC1 (stereo not given)	100	109	-2	104	16	103	103	-1.4	6	·	103
COc1ccc(CCNc2nc(-c3cccnc3)cs2)cc1OC	99	103	1	102	15	99	99	0.3	34	·	98
CCCC(=O)NNC(=O)c1c(O)c2ccccc2[nH]c1=O	96	98	0	96	23	96	96	-0.1	10	-12	97
S=c1[nH]nc(COc2ccccc2)n1/N=C/c1ccc(Br)s1	100	100	-1	104	23	101	102	-0.5	12	·	99
O=C(COC(=O)C1CCN(S(=O)(=O)c2cccs2)CC1)c1ccc2c(c1)OCCO2	96	102	3	102	10	100	98	1.5	21	11	95
Clc1cccc(Cl)c1Cn1cc(Br)cn1	97	101	0	99	17	101	98	0.0	7	·	98
CCN(CC)S(=O)(=O)c1ccc(Cl)c(C(=O)Nc2cc(C)nn2-c2ccccc2C(F)(F)F)c1	99	103	2	102	21	100	98	0.9	13	·	102
O=C(NC1CCS(=O)(=O)C1)c1ccccc1C(=O)c1ccccc1 (stereo not given)	99	106	-1	105	22	103	103	-0.3	28	22	101

Compound activity from PubChem BioAssay.
